Screening data (PubChem BioAssay)
Polio RdRp inh: inhibitors of poliovirus RNA polymerase binding and polymerization; poliovirus polymerase elongation, fluorescence polarization; stronger effect = lower value; P03300; % elongation, % (compound at 16.7 µg/mL); 150,000 compounds, 0.66% hits; AID 588519; in the data active means % elongation below about 90%; further: some results filed as inactive read as strong as hits
Target sequence (P03300 1749-2209 limits assumed): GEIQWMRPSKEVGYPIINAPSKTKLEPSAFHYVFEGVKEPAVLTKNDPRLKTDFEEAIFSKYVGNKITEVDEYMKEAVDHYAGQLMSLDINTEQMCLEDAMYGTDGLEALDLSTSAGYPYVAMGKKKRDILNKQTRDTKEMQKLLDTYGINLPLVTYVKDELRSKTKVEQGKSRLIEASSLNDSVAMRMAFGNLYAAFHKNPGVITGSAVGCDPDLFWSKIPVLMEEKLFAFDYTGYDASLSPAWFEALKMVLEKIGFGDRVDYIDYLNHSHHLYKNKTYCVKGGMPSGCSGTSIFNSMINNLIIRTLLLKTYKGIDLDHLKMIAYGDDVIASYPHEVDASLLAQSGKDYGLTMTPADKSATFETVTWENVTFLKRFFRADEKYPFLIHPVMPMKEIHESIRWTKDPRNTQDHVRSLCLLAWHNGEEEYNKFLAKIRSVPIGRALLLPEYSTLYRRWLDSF
Polio RdRp inh FP z-score: second read-out of Polio RdRp inh, no call of its own (marks repeat the call); z-score; measured here: FP z-score; hits read low
Numbers without * were called inactive; & = joins results of further samples. Not all compounds are listed; count on the stated rates, not on these rows.

SMILES,Polio RdRp inh,Polio RdRp inh FP z-score
Cc1nn(C)c2c1c(C(F)(F)F)cc(=O)n2CC(=O)N1CCC(C)CC1,106,-0.1
Cc1c(NC(=O)CSc2nnc(-c3cnccn3)s2)c(=O)n(-c2ccccc2)n1C,102,0.3
O=C1CN(CCc2ccccc2)CC(=O)N1CCc1ccccc1,101,0.1
C=CCOc1nc(-c2cccs2)cc(-c2ccco2)c1C#N,103,0.2
CSc1ncc2c(n1)-c1ccccc1N(Cc1ccc(F)cc1)S2(=O)=O,117,0.7
O=C(CN1C(=O)c2ccccc2S1(=O)=O)N1CCC2(CC1)OCCO2,100,0
CC1(C)CN=c2s/c(=C\c3ccc(Cl)cc3)c(=O)n2C1,100,-0.4
Cc1ccc(-c2csc(=Nc3ccccc3)n2Cc2ccc3c(c2)OCO3)cc1C,103,-0.2
C=C(C)Cn1cnc2ccccc21,103,0.6
Cc1cc(NC(=O)CSc2nc3c([nH]c4ccccc43)c(=O)n2-c2ccc(Cl)cc2)no1,108,0.2
CCOc1ccc(NC(=O)CC2C(=O)N(c3ccccc3)C(=O)N2C2CCCCC2)cc1 (configuration not stated),106,0.1
Cc1ccc(-c2csc(C/C(N)=N/O)n2)cc1,102,0
N=C(N)c1cc(C(F)(F)F)cc(C(F)(F)F)c1,106,0.2
COC(=O)c1cc(C(O)(C(=O)OC)C(F)(F)F)c(/N=C/N(C)C)s1 (configuration not stated),103,0.1
CC(Sc1nc(-c2ccccc2)cc(C(F)(F)F)n1)C(=O)N1CCCC1 (configuration not stated),102,0.3
Cn1c(=O)c2sccc2n2c(CCC(=O)NCc3ccccc3Cl)nnc12,102,-1
O=C(c1ccccc1)c1cc(Cl)ccc1NCC(=O)N1CCOCC1,101,-0.2
O=C(NCCCN1CCOCC1)C1CCC(=O)N1CCc1ccccc1 (configuration not stated),99,-0.6
COc1ccc(C(=O)N2CCN(CCc3ccccn3)CC2)cc1,110,0.2
CCOC(=O)C1CCN(c2nc(-c3cccc(Cl)c3)c3c(n2)-c2ccccc2OC3)CC1,100,-0.7
O=C(CN1C(=O)CCn2nc(-c3ccccc3)cc21)NCc1ccc(F)cc1,108,-0.1
O=C(Cn1cc2c(n1)CCCC2)NCCCN1CCCCC1,104,0.9
COc1cc(NC(=O)c2c(C)oc3c2C2=NCCN2C=N3)cc(OC)c1OC,103,-0.6
CNC(=S)Nc1ccc(Cl)cc1,101,-0.2
O=C(Nn1cnnc1)c1ccccc1CCc1ccccc1,98,-1.5
COc1ccc(N2CCN(CCNC(=O)c3ccc4nc5ccccc5c(=O)n4c3)CC2)cc1,101,0.3
CCN1C(C(=O)c2ccccc2)=C(OC(=O)c2ccccc2OC)c2ccccc2S1(=O)=O,101,-1.1
CC(=O)Nc1ccc(NC(=O)C2CCN(c3ccc(C(F)(F)F)cn3)CC2)cc1,106,0.8
CC(=O)N1CCN(C2c3cccc4cccc(c34)C2NS(=O)(=O)c2ccc(Cl)cc2)CC1 (configuration not stated),101,-0.2
CC(=O)ON(Cc1c(C)no[n+]1[O-])Cc1c(C)no[n+]1[O-],101,-0.4
c1ccc(CSc2nccc(-c3ccc4c(c3)CCO4)n2)cc1,106,0.2
CCCCCCc1c(O)nc(SCC(=O)O)[nH]c1=O,94,-1.7
O=C(C1CCCCC1)N(Cc1cccnc1)c1nc2ccc(Cl)cc2s1,96,-2.3
O=C(Oc1cccc(OC(=O)c2ccccc2F)c1)c1ccccc1F,102,0.1
CCc1nn(CC(=O)NCCCOC)c(=O)c2cc3ccccc3n12,115,1.3
CCOC(=O)c1cnc2scnn2c1=O,109,0.8
O=C(c1ccc(-c2ccc(F)cc2)o1)N1CCCN(S(=O)(=O)c2ccc(F)cc2)CC1,103,0.1
Cc1cc(C)cc(NC(=O)CC(NCc2cccnc2)C(=O)O)c1 (configuration not stated),102,0
O=C1Cn2c(nc3ccccc32)N1c1cccc(C(F)(F)F)c1,99,-0.8
COc1cc(N)c(C(=O)c2nccc3cc(OC)c(OC)cc23)cc1OC,102,-0.2
COc1ccc(CNC(=O)CCNS(=O)(=O)c2ccc3c(c2)oc(=O)n3C)cc1,106,0.4
O=C(CSCc1ccc2nsnc2c1)Nc1ccccc1,108,0.7
CNC(=O)c1c(NC(=O)C2=COCCO2)sc(C)c1C,104,0.7
COc1ccc(OC)c(NC(=O)CN2CCCN(Cc3ccccc3Cl)S2(=O)=O)c1,110,0.7
COc1ccc(-n2c(=O)c3c4c(sc3n(CC(=O)N3CCCCC3C)c2=O)CCC4)c(OC)c1 (configuration not stated),100,-1.9
CCCCc1ccc(NC(=O)CSCC(N)=O)cc1,101,0.3
COc1ccc(OCC(=O)OCc2cc(=O)n3nc(C4CCCCC4)sc3n2)cc1,104,-0.5
O=c1ccc(-c2ccc(S(=O)(=O)N(CCN3CCOCC3)Cc3ccco3)s2)n[nH]1,101,0.3

Three compounds already listed, ordered by SMILES length, rising.
SMILES,Polio RdRp inh,Polio RdRp inh FP z-score
CNC(=O)c1c(NC(=O)C2=COCCO2)sc(C)c1C,104,0.7
Cc1cc(C)cc(NC(=O)CC(NCc2cccnc2)C(=O)O)c1 (configuration not stated),102,0
COc1ccc(-n2c(=O)c3c4c(sc3n(CC(=O)N3CCCCC3C)c2=O)CCC4)c(OC)c1 (configuration not stated),100,-1.9

The list goes on:
SMILES,Polio RdRp inh,Polio RdRp inh FP z-score
CCCNC(=O)c1ccc(-n2c(-c3ccccc3)cc3c2CCCCC3)cc1,110,0.6
O=C1c2cccnc2C(=O)N1c1nccs1,101,0
Cc1ccc2oc(=O)c3cnn(CC(=O)NCCN4CCN(Cc5ccccc5)CC4)c3c2c1,99,-0.4
O=S(=O)(c1cc(Cl)ccc1Cl)N1CCCC1,103,0.8
CCN(CC)C(C)C(=O)Nc1c(C)cccc1C (configuration not stated),100,-0.9
COc1cccc(CNS(=O)(=O)c2ccc3c(c2)oc(=O)n3C)c1,100,-0.7
O=c1[nH][nH]c(=S)n1C1CC1,99&100,-0.9&-0.2
CCOc1cc(S(=O)(=O)n2c(C)nc3ccccc32)ccc1F,100,-0.2
O=C(NCCN1CCNC1=O)c1sc2ccccc2c1Cl,102,-0.1
COC(=O)c1c(C)[nH]c(C(=O)C(C)OC(=O)c2ccccc2NS(=O)(=O)c2ccc3[nH]c(=O)[nH]c3c2)c1C (configuration not stated),110,0.8
N#C/C(=C\c1ccco1)C(=O)C1CC1,102,-0.1
Cc1cccc(C(c2sc3nc(-c4ccco4)nn3c2O)N2CCN(Cc3ccccc3)CC2)c1 (configuration not stated),110,0.8

Given with two lines to a compound: 4 of the compounds above
Every second line gives: Polio RdRp inh	Polio RdRp inh FP z-score
> Cc1cccc(C(c2sc3nc(-c4ccco4)nn3c2O)N2CCN(Cc3ccccc3)CC2)c1 (configuration not stated)
→ 110	0.8
> COc1cccc(CNS(=O)(=O)c2ccc3c(c2)oc(=O)n3C)c1
→ 100	-0.7
> O=S(=O)(c1cc(Cl)ccc1Cl)N1CCCC1
→ 103	0.8
> N#C/C(=C\c1ccco1)C(=O)C1CC1
→ 102	-0.1

(continued)
SMILES,Polio RdRp inh,Polio RdRp inh FP z-score
CCN(c1ccccc1C(=O)O)S(=O)(=O)c1ccc2[nH]c(=O)[nH]c2c1,99,-0.2
CCc1nn(CCCC(=O)N2CCN(c3cc(Cl)ccc3C)CC2)c(=O)c2cc3occc3n12,105,-0.2
O=C1CC(SCc2ccc(Cl)cc2)C(=O)N1c1ccc(Br)cc1 (configuration not stated),95,-0.5
NNc1ccnc2cc(Cl)ccc12,105,0.5
O=C(Oc1cccc(-n2cnnn2)c1)C1CCCCC1,101,-0.6
O=C(CC1CCCCC1)Nc1ccc2nc3n(c(=O)c2c1)CCCC3,104,0.7
COCCNc1nc(-c2ccc(S(=O)(=O)N3CCCCC3)cc2)cs1,96,-1.1
COc1ccc(N2CCN(S(=O)(=O)c3ccc(-c4coc(C)n4)cc3)CC2)cc1,109,0.4
CC(C)(C)c1ccc(NC(=O)N2CCOCC2)cc1,96,-1
COc1ccccc1NC(=O)Cn1c(=O)n(-c2ccc(C)cc2)c(=O)c2ccc(C(=O)NCc3ccco3)cc21,112,1
COCC(=O)N1N=C(c2cccc(NS(C)(=O)=O)c2)CC1c1ccccc1F (configuration not stated),102,0.3
CCN(CC)c1ccc(NC(=O)COC(=O)Cn2nnc(-c3ccccc3)n2)cc1,100,-0.2
Cc1cc(=O)[nH]c(SCC(=O)N(C)c2ccccc2)n1,100,-0.5
Cc1ccc2nc(-c3ccc(Cl)c(NC(=O)COc4ccc(C(C)C)cc4)c3)oc2c1,108,0.9
CCc1ccccc1NC(=O)c1cc(C)on1,101,-0.1
COCCCn1cc(-c2c(-c3cc(=O)oc4cc(OC)ccc34)oc3cc(OC)ccc23)cc(C#N)c1=O,111,1.6
CNC(=O)c1cc(S(=O)(=O)N2CCc3ccccc32)ccc1C,101,0
COC(=O)c1oc2c(c1C)-c1nc3ccccc3nc1C(C)(C)C2,92,-1.6
CN(C=O)CP(=O)(O)CN1CCCCC1,102,0
COc1ccc2oc(-c3cccc(NC(=O)c4ccc(C#N)cc4F)c3)nc2c1,106,0.4
COc1ccccc1N1CCN(c2ncnc3c2nc2n3CCCC2)CC1,106,-0.3
CCNc1cc(N(C)C)nc(Oc2ccc(OCCOc3ccccc3C)nn2)n1,103,0.3
Cc1csc(N(C(=O)c2ccc(S(=O)(=O)N3CCOCC3)cc2)c2ccccc2)n1,103,0.1
CCn1c(CC(=O)OC)csc1=Nc1ccc(Cl)cc1,101,0.2
CCN(C(=O)CSc1nnc(Cc2ccccc2)o1)C1=CCCCC1,102,-0.1
COc1ccc(-c2c(C(F)(F)F)oc3c(CN4CCCC(C)C4)c(O)ccc3c2=O)cc1OC (configuration not stated),101,0.1
COc1ccc(NC(=O)Cn2c(=O)n(Cc3ccco3)c(=O)c3oc4ccccc4c32)cc1Cl,108,0.2
COc1cccc(C(=O)CS(=O)(=O)c2ccc(C)cc2)c1,102,0.3
CS(=O)(=NS(=O)(=O)c1cccc2nsnc12)c1ccc(Cl)cc1 (configuration not stated),104,-0.2
Cc1cccc(-c2noc(CSc3nc(-c4ccc(F)cc4)cc(=O)[nH]3)n2)c1,104,-0.8
Cc1ccc(NC(=O)Nc2ccc3snnc3c2)cc1C,104,-0.5
CC(C)(Oc1ccc(Cl)cc1)C(=O)OCC(=O)N1CCN(c2ccccc2)CC1,103,0
Cc1ccc(C)c(NC(=O)Cn2c(=O)n(-c3ccc(CC(=O)NCC4CCCO4)cc3)c(=O)c3ccccc32)c1 (configuration not stated),110,1.1
Nc1nnn(Cc2ccccc2)n1,101,-0.3
N#Cc1ccc(OCC(=O)N2CCCC2)cc1,101,-0.1
C[N+]1(CCC(=O)NCc2ccccc2)CCCCC1,103,0.4
CCOC(=O)C1(c2cccn2C)Sc2ccccc2NC1=O (configuration not stated),109,0.9
O=C(N[C@@H](Cc1ccccc1)c1nc2ccccc2[nH]1)C1CC(=O)N(c2ccc3c(c2)OCCO3)C1 (some centres not stated),97,-0.6
Cc1nc(N2CCN(C(=O)c3ccco3)CC2)nc2c1C(=O)CC(c1ccccc1)C2 (configuration not stated),101,-0.6
COc1ccccc1-c1cc(C(F)(F)F)nc(S(=O)(=O)CCCC(=O)Nc2cc(C)ccc2O)n1,106,0.2
CCCCn1c(N)c(C(=S)NC(=O)C2CC2)c(=O)[nH]c1=O,105,0.3
O=C1CCCCC1Sc1nc2ccccc2s1 (configuration not stated),102,0.2
O=C(O)Cn1c(SC(F)F)nc2ccccc21,101,-0.2
CC1=C/C(=N/N=c2\sc3ccccc3n2C)CC(C)(C)C1,103,0
Cc1noc(C)c1S(=O)(=O)N(Cc1ccccn1)Cc1ccccn1,98,-1.4
CCCCc1nc(NCc2ccccc2)c(C#N)c2c1CCCC2,100,-0.3
O=C1C[C@H]2[C@H](CO)[C@@H](OC(=O)c3ccc(-c4ccccc4)cc3)C[C@H]2O1,104,0.4
Cc1ccc(OCCSc2nc3ccccc3n2CC(=O)N2CCOCC2)cc1,112,0.9
CCOc1ccc(CCNC(=O)Cn2ncn3nc(-c4cccs4)cc3c2=O)cc1OCC,102,-0.3
FC(F)(F)c1cccc(C=NCc2ccc(-c3cccs3)s2)c1,104,0.2
CCOC(=O)c1cnc2c(OC)cccc2c1N1CCN(c2ccccc2F)CC1,103,-0.5
CCOc1ccc(NC(=O)CSc2nc3c([nH]c4ccccc43)c(=O)n2-c2cc(C)cc(C)c2)cc1,108,0.2
CCCS(=O)(=O)c1c(S(=O)(=O)CCC)c2cc(C(C)(C)C)ccn2c1C(=O)c1ccc(C)cc1,103,-0.3
COc1ccc(C)cc1Nc1nc2c(S(=O)(=O)c3cccc(Cl)c3)nnn2c2ccsc12,105,-0.2
COc1ccc(-n2cc(C(=O)NCc3ccccc3)c3ccccc3c2=O)cc1,110,0.9
O=C(COC(=O)/C=C\c1ccco1)Nc1ccc(OC(F)(F)F)cc1,102,0
CS(=O)(=O)N(CC(=O)NCCc1ccccc1)c1cc(C(F)(F)F)ccc1Cl,107,0.8
CCC(=O)NC(Nc1cc(C)ccn1)(C(F)(F)F)C(F)(F)F,103,0.3
COc1cc(NC(=O)C2CCN(S(=O)(=O)c3c(C)noc3/C=C/c3cccs3)CC2)cc(OC)c1,108,0.6
COc1cc(NC(=O)Cn2c(=O)nc(-c3ccccc3F)c3cc(Cl)ccc32)cc(OC)c1,100,-1

Next section.
SMILES,Polio RdRp inh,Polio RdRp inh FP z-score
O=C(COc1ccc(OCc2ccccc2)cc1)NC1CN2CCC1CC2 (configuration not stated),101,-0.4
Cc1cccc(NC(=O)c2oc3ccccc3c2NC(=O)c2cc(=O)c3ccccc3o2)c1,110,0.6
COc1cc2nc(SCC(=O)Nc3cccc(C)c3)n3nc(CCn4c(C)nc5ccccc54)nc3c2cc1OC,101,-1.6
COc1ccccc1CNc1nc2ccc(C)cc2n2nnnc12,104,-0.6
